HepG2 viability – counter-screen for TGF-b inhibitors: cytotoxicity in HepG2 cells; HepG2 CAGA-GFP viability, ATP luminescence, 18 h; Potency, µM (titrated, usually from 46.1 µM), without a hit: at the top dose activity change, negative = cytotoxicity, most hits filed as cytotoxic; 410,000 tested, 0.76% active; AID 588856; note: some results filed as inactive show a strong effect at the top dose
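HepG2 CAGA-GFP cells (1000/well, DMEM with 1% FBS) received compound, then TGF-beta at 500 pg/mL final, and were incubated 18 hours at 37 degrees C. Viability was read by CellTiter-Glo luminescence. Media-only wells were set as complete cell-killing and DMSO as no toxicity.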
Nrf2 ARE act – activators of Nrf2 (ARE) signaling; AREc32 ARE-luciferase reporter (MCF7-derived line), luminescence, 24 h; Potency, µM (top dose mostly 46.1 µM), for inactives: at the highest dose activation, usual class: activators; 410,000 tested, 0.31% active; AID 624171; note: % of control where 0% means no effect; nearly all actives have a fitted effect of over 65% in size
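ARE-driven firefly luciferase activity in AREc32 cells measured after a 24 hr compound exposure at 37 deg C, using Steady-Glo reagent and a 30 min room-temperature hold.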
TGFb SMAD3 inh – inhibitors of TGF-b signaling. 410,000 tested, 1.2% active. AID 588855. Potency, µM (series often up to 46.1 µM), for inactives: at the highest dose activity, negative = inhibition, most hits filed as inhibitors. HepG2 CAGA-GFP TGF-b/SMAD3 reporter, GFP fluorescence, 18 h; TGF-beta stimulated, 500 pg/mL final; note: % is set by controls: 0 for no effect and ±100 for the full control effect; nearly all actives have a fitted effect of over 65% in size
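HEPG2 CAGA-GFP cells (1000/well, DMEM with 1% FBS) were pre-incubated 2 h at 37 degrees C, given compound by pin tool, then stimulated with TGF-beta at 500 pg/mL final for 18 h before per-cell GFP fluorescence imaging.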
A549 viability – kills or reduces viability of A549 cells in Nrf2 counter-screen; AID 504648; 390,000 tested, 0.16% active; Potency, µM (highest dose often 46 µM), for inactives: at the top dose activity change, negative = cytotoxicity, most hits filed as inhibitors; A549 ARE-Fluc cells, CellTiter-Fluor viability, 18-24 h; note: % is set by controls: 0 for no effect and ±100 for the full control effect
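Cytotoxicity counterscreen: CellTiter-Fluor fluorescence was measured in A549 ARE_Fluc cells after 18-24 h of compound exposure in a concentration series. The subsequent BugLite luminescent read reports ARE-luciferase activity.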
Nrf2 block – blocks Nrf2 signaling. A549 ARE-Fluc reporter, luciferase luminescence, 18-24 h. Potency, µM (series often up to 46 µM), without a hit: at the highest dose activity change, negative = inhibition, usual class: inhibitors. 360,000 tested, 2.1% active. AID 504444; note: % is set by controls: 0 for no effect and ±100 for the full control effect; nearly all actives have a fitted effect of over 60% in size
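Reporter: ARE-Fluc in A549. Exposure: 18-24 h, 37 °C, 5% CO2, 5% FBS OPTI-MEM. Readouts: fluorescent cytotoxicity (CellTiter-Fluor), then luminescent Nrf2 signal after BugLite.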
MCF10A rereplic – induces DNA re-replication in MCF 10a normal breast cells | MCF 10A DNA re-replication, Hoechst nuclear intensity, 48 h | Potency, µM (series often up to 46.1 µM), for the others: top-dose activity, positive = re-replication, actives largely listed as activators | 350,000 tested, 2.9% active; note: % of control where 0% means no effect; nearly all actives have a fitted effect of over 50% in size
ATXN2 expr inh – inhibitors of ATXN2 expression | HEK-293 ATXN2-luciferase reporter, luminescence, 24 h | Potency, µM (doses to about 57 µM), without a hit: at the top dose activity change, negative = inhibition, actives largely listed as inhibitors | 360,000 tested, 0.72% active; note: % is set by controls: 0 for no effect and ±100 for the full control effect; nearly all actives have a fitted effect of over 55% in size
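qHTS (up to 57 uM final) was run with 24 h compound exposure of reporter cells at 37 °C. Each well was multiplexed: SteadyGlo luminescence measured ATXN2-luciferase expression after a fluorogenic Gly-Phe-AFC viability readout (25 uM final).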
EPAC2 antagonist – EPAC2 (human) antagonism; Q8WZA2; EPAC2 GEF exchange of Rap1B-BODIPY-GDP, fluorescence; Potency, µM (series often up to 114 µM), for the others: top-dose activity, negative = inhibition, usual class: inhibitors; 360,000 tested, 0.18% active; AID 720708; note: % is set by controls: 0 for no effect and ±100 for the full control effect; nearly all actives have a fitted effect of over 45% in size; many of its hits are not listed in these tables
Target sequence (Q8WZA2 whole entry, looked up): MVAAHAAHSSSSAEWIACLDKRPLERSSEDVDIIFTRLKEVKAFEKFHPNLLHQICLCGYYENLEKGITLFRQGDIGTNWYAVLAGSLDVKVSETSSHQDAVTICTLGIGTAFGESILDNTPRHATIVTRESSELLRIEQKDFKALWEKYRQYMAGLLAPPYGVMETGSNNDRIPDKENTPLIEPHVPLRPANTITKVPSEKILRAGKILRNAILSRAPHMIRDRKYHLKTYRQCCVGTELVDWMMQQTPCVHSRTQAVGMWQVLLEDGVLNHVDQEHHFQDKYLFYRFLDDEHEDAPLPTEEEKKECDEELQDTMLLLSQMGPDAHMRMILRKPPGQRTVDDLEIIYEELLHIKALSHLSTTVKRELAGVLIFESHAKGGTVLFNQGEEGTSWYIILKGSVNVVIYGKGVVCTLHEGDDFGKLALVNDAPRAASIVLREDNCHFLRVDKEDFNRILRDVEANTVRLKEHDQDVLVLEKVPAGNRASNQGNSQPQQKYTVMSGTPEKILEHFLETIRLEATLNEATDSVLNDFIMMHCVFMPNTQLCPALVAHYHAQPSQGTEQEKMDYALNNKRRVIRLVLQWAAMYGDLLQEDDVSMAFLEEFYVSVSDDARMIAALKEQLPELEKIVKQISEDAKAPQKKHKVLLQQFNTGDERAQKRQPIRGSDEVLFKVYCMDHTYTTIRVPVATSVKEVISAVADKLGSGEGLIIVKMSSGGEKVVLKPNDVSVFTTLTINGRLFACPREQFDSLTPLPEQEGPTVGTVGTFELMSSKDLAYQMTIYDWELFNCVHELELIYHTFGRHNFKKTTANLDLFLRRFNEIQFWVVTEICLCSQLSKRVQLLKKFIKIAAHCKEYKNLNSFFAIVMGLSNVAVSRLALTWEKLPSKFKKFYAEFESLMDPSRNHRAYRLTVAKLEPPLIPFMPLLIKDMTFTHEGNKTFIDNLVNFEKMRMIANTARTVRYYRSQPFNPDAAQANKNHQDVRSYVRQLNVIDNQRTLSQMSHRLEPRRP
ATXN viability – viability counter-screen for ATXN expression inhibitors | Potency, µM (highest dose often 56.7 µM), hits mostly cytotoxic | 400,000 tested, 0.49% active | S2 cells (HEK-293 line with an ATXN2-luciferase reporter) viability, CellTiter-Fluor protease fluorescence, 24 h | AID 651635; note: nearly all actives have a fitted effect of over 40% in size
An asterisk follows results filed as active; i = inactive; u = inconclusive; x = no result given; [ ] = dose if it differs, or a comment. Calls come from the whole dose curve; as a rule, active = well fitted curve in the direction sought with a large enough effect; inconclusive = small, poorly fitted or top-dose-only effect, or another doubt; inactive = no such curve, though single readings can be large; an effect the other way counts as inactive or inconclusive. Potency is the fitted concentration of half-maximal effect.

SMILES	HepG2 viability	Nrf2 ARE act	TGFb SMAD3 inh	A549 viability	Nrf2 block	MCF10A rereplic	ATXN2 expr inh	EPAC2 antagonist	ATXN viability
CCOC(=O)C1=C(C)N=C2SC(C(=O)OC)=CC(=O)N2C1c1cccc(OC)c1 (centres undefined)	5%	-0.1%	-27%	-4%	-29%	10%	-11%	0%	i
Cc1cccc(NC(=O)CSc2ccc(C(N)=O)cc2[N+](=O)[O-])c1C	-26%	0.5%	1%	2%	-1%	9%	25%	3%	i
Cc1ccc(CNS(=O)(=O)c2ccc(N3CCCCS3(=O)=O)cc2)cc1	-9%	-0.5%	-22%	-14%	x	x	-14%	x	i
Cc1ccc2nc(NC(=O)CN(C)S(=O)(=O)c3cccc4nsnc34)sc2c1	-6%	-0.7%	-3%	u	2%	u	u	10%	i
Cc1ccsc1C(=O)N(C)CC(=O)Nc1ccccc1Br	6%	-0.3%	3%	1%	-6%	-2%	-3%	-4%	i
CCC(=O)c1cc2c(C)cc(=O)oc2c(C)c1O	-3%	-0.8%	-1%	7%	-18%	u	-4%	-5%	x
COc1ccccc1OCC(=O)NCC1CCCCC1	-52%	-0.2%	31%[activator]	0%	1%	4%	8%	-3%	i
C[C@H](NC(=O)C1CC(=O)N(c2ccc3c(c2)OCCO3)C1)C(=O)N1CCCCC1 (some centres undefined)	6%	-1.3%	1%	9%	23%	2%	0%	2%	i
O=C(COC(=O)Cc1cccc(C(F)(F)F)c1)Nc1ccc2c(c1)OCCO2	0%	-0.2%	-14%	-1%	1%	1%	x	-14%[57.1 µM]	i
COc1ccc(C2N(Cc3ccccc3)CCN2Cc2ccccc2)cc1[N+](=O)[O-]	-1%	0.7%	-2%	1%	12%	-1%	-15%	-10%	i
O=C(Nc1ccc(C(=O)N2CCN(c3ccncc3)CC2)cc1)c1ccc(Br)o1	x	-1.0%	x	x	x	x	-9%	5%	i
Cc1ccc(NC(=O)Cc2sc(C)nc2-c2ccc(C)cc2)cc1	1%	-0.9%[9.22 µM]	2%	1%	0%	2%	5%	8%	i
CCN(CC)S(=O)(=O)c1cc(C(=O)Nc2ccc(Cl)cn2)ccc1C	1%	0.9%	-7%	-1%	x	10%	10%	-6%	i
COc1ccccc1C(=O)NCC1(N2CCN(C)CC2)CCCCC1	-13%	0.4%	-4%	1%	14%	x	x	x	x
CCc1ccccc1S(=O)(=O)Cc1ccc(C(=O)NCCc2ccc(Cl)cc2)o1	-46%	3.3%	11µM*	u	23µM*	x	u	x	x
CN(C)S(=O)(=O)N1CCN(C(=O)c2ccccc2)CC1	-5%	0.3%	-13%	-1%	4%	-9%	-6%	2%	u
O=C(O)CC(Cc1ccc(Cl)cc1)C(=O)Nc1ccccc1 (centres undefined)	0%	0.2%	-1%	-1%	-5%	3%	x	-3%	i
CCOC(=O)c1c(C)sc(-c2c(-c3ccc(OC)c(F)c3)[nH]c3c2c(=O)[nH]c(=O)n3C)c1O	-3%	0.2%	6%	2%	15%	x	-1%	x	i
CN(C)S(=O)(=O)c1cc(NC(=O)CSc2ncc(C(F)(F)F)cc2Cl)ccc1Cl	-21%	0.3%	u	u	u	16%	u	-19%	u
COc1ccccc1C(=O)N/C(=C\c1ccccc1)C(=O)NCc1ccco1	0%	9.0%	-25%	1%	-8%	-4%	6%	1%	i
COc1ccc(CCC(=O)Nc2sccc2C#N)cc1	-22%	0.4%	-1%	2%	u	-16%	34%[activator]	-5%	i
COc1ccc(Cl)cc1NC(=O)CCc1nnc2ccc(N3CCC4(CC3)OCCO4)nn12	-10%	3.0%	6%	0%	-24%	19%	-16%	11%	i
COc1cc2cnncc2cc1OC	-28%	-0.5%	-31%	0%	5%	2%	0%	-1%	i
CS(=O)(=O)c1ccc(Cl)c(NC(=O)CSc2nc3ccccc3c(=O)n2Cc2ccco2)c1	24%	0.0%	20%	1%	-3%	3%	-17%	-4%	i

13 entries from above, with bars between the fields:
SMILES | HepG2 viability | Nrf2 ARE act | TGFb SMAD3 inh | A549 viability | Nrf2 block | MCF10A rereplic | ATXN2 expr inh | EPAC2 antagonist | ATXN viability
Cc1ccc(NC(=O)Cc2sc(C)nc2-c2ccc(C)cc2)cc1 | 1% | -0.9%[9.22 µM] | 2% | 1% | 0% | 2% | 5% | 8% | i
CCN(CC)S(=O)(=O)c1cc(C(=O)Nc2ccc(Cl)cn2)ccc1C | 1% | 0.9% | -7% | -1% | x | 10% | 10% | -6% | i
COc1ccccc1C(=O)NCC1(N2CCN(C)CC2)CCCCC1 | -13% | 0.4% | -4% | 1% | 14% | x | x | x | x
CCc1ccccc1S(=O)(=O)Cc1ccc(C(=O)NCCc2ccc(Cl)cc2)o1 | -46% | 3.3% | 11µM* | u | 23µM* | x | u | x | x
CN(C)S(=O)(=O)N1CCN(C(=O)c2ccccc2)CC1 | -5% | 0.3% | -13% | -1% | 4% | -9% | -6% | 2% | u
O=C(O)CC(Cc1ccc(Cl)cc1)C(=O)Nc1ccccc1 (centres undefined) | 0% | 0.2% | -1% | -1% | -5% | 3% | x | -3% | i
CCOC(=O)c1c(C)sc(-c2c(-c3ccc(OC)c(F)c3)[nH]c3c2c(=O)[nH]c(=O)n3C)c1O | -3% | 0.2% | 6% | 2% | 15% | x | -1% | x | i
CN(C)S(=O)(=O)c1cc(NC(=O)CSc2ncc(C(F)(F)F)cc2Cl)ccc1Cl | -21% | 0.3% | u | u | u | 16% | u | -19% | u
COc1ccccc1C(=O)N/C(=C\c1ccccc1)C(=O)NCc1ccco1 | 0% | 9.0% | -25% | 1% | -8% | -4% | 6% | 1% | i
COc1ccc(CCC(=O)Nc2sccc2C#N)cc1 | -22% | 0.4% | -1% | 2% | u | -16% | 34%[activator] | -5% | i
COc1ccc(Cl)cc1NC(=O)CCc1nnc2ccc(N3CCC4(CC3)OCCO4)nn12 | -10% | 3.0% | 6% | 0% | -24% | 19% | -16% | 11% | i
COc1cc2cnncc2cc1OC | -28% | -0.5% | -31% | 0% | 5% | 2% | 0% | -1% | i
CS(=O)(=O)c1ccc(Cl)c(NC(=O)CSc2nc3ccccc3c(=O)n2Cc2ccco2)c1 | 24% | 0.0% | 20% | 1% | -3% | 3% | -17% | -4% | i

Following part:
SMILES	HepG2 viability	Nrf2 ARE act	TGFb SMAD3 inh	A549 viability	Nrf2 block	MCF10A rereplic	ATXN2 expr inh	EPAC2 antagonist	ATXN viability
Cc1ccc(S(=O)(=O)Nc2cnn(-c3ccccc3)c(=O)c2Cl)cc1	5%	5.8%	-2%	-2%	-7%	-14%	4%	6%	i
Cc1cccc(NS(=O)(=O)c2ccc(C3CCCCC3)cc2)n1	-24%	-0.6%	-9%	-1%	-18%	0%	-6%	-1%	i
Cn1c(CSc2ccccc2)c(C#N)c2ccccc21	0%	0.5%	-2%	9%	x	-5%	68%[activator]	-4%	i
CN1CCN(NC(=O)c2ccc(Br)c(S(=O)(=O)N3CCOCC3)c2)CC1	16%	0.2%	-14%	2%	8%	0%	1%	15%	i
Nc1ccc(S(=O)(=O)NC2(C(F)(F)F)NC(=O)N(c3cccc(Cl)c3)C2=O)cc1 (centres undefined)	-5%	0.8%	u	6%	u	x	-5%	x	i
CC(C)N(C(C)C)S(=O)(=O)c1ccc(N2CCc3ccccc3C2)nc1	-13%	19%	-18%	-2%	u	u	-6%	-9%	u
Cc1ccc(N=Cc2c(O)n(-c3cc(Cl)ccc3N3CCOCC3)c(=O)c3ccccc23)cc1C	-15%	3.6%	1%	-20%	-3%	u	-2%	9%	u
Cc1cc(C(=O)Nc2ccc(Br)cc2)cs1	0%	11µM*	2%	1%	u	-24%	42%[activator]	4%	i
CC(=O)C1(O)C(C)CC2C3CC(F)C4(O)CC(O)CCC4(C)C3CCC21C (centres undefined)	11%	-0.1%	20%	-3%	u	20%	2%	26%	i
CC(C)Cn1cc(C(=O)NCCCOC(C)C)c2c3ccccc3n(C)c2c1=O	-4%	-0.2%	8%	-2%	1%	11%	-10%	28%	i
Cc1ccc(NC(=O)CN2CCOCC2)c(Br)c1	-30%	3.4%	2%	-4%	21%	0%	16%	6%	i
COc1ccc(OC2C(=O)N(Cc3ccc(F)cc3)C2c2ccc(OC)c(OC)c2)cc1 (centres undefined)	-8%	0.3%	-2%	8%	-27%	2%	6%	-12%	i
CSC1=NC(C(Cl)(Cl)Cl)N=C(c2ccc(C)cc2)N1 (centres undefined)	9%	-0.6%	u	u	-4%	1.8µM*	1%	-6%	u
CCn1c(C)nc2cc(C(=O)N/N=C(\C)c3ccc(N4CCOCC4)cc3)ccc21	6%	-0.3%	7%	8%	2%	1%	x	2%	i
N/C(=N\OC(=O)c1ccco1)c1ccc(Cl)cc1	5%	u	2%	-5%	u	0%	56%[activator]	12%	i
O=C(Cn1cc([N+](=O)[O-])cn1)NCc1ccccc1	-11%	-0.3%	-9%	-5%	0%	9%	x	1%	i
CCOC(=O)N1CCC(N(CCN(C)C)C(=S)Nc2cc(Cl)ccc2C)CC1	-7%	0.2%	9%	-8%	u	10%	-29%	1%	i
CC(Oc1ccc2c(-c3ccccc3)cc(=O)oc2c1)C(=O)NCc1ccccn1 (centres undefined)	-29%	4.8%	-4%	-2%	4%	25%	-11%	9%	i
COc1ccc(CC(=O)Nc2ccc(-c3nnc(-c4ccccc4)o3)cc2)cc1OC	0%	0.0%	1%	-1%	-1%	-5%	15%	0%	i
Cc1ccc(C)c(N(C)S(=O)(=O)c2ccc3[nH]cc(C(=O)NCCN4CCOCC4)c(=O)c3c2)c1	35%	5.4%	19%	10%	17%	2%	1%	-14%	i
COc1cccc(C(=O)NCCCNC(=O)c2cccc(OC)c2)c1	6%	0.5%[9.22 µM]	5%	-4%	u	-14%	7%	6%	i
CCc1cccc(C)c1NC(=O)COC(=O)Cn1c(C)csc1=O	-1%	0.1%	5%	3%	4%	3%	-3%	2%	i
O=S(=O)(Nc1ccc2c(c1)oc1ccccc12)N1CCCC1	-25%	-0.7%	0%	3%	-4%	-16%	28%	-4%	i

High-throughput results: PubChem BioAssay, National Center for Advancing Translational Sciences (NCATS)

A portion of the library; count on the stated rates, not on these rows.
